# High-throughput results: PubChem, several laboratories
# HCT116 PTEN-null: growth suppression of PTEN-null HCT116, primary screen, cell-based, CellTiter-Glo | AID 827, 2007 | HCT116 PTEN-null viability, 60 h; stronger effect = lower value | 140,000 compounds, 1.2% hits | viability, % at 10 µM;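 active means viability at or below a set limit, 4 SD under the median of all tested compounds, cut at about 3.7% in these data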;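 further: PTEN knockout HCT116 line with beta catenin targeted HCT116 as companion control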
# Yeast lifespan up: compounds extending yeast replicative lifespan, primary screen, S. cerevisiae, OD615 | 130,000 compounds, 0.68% hits | S. cerevisiae growth with nicotinamide; deaD strain in restrictive glucose medium | inhibition of the nicotinamide effect, % at 10 µM | AID 775, 2007;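 active means inhibition above a set limit, placed 3 SD over the median of all compounds, cut at about 26% in these data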;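 further: 0% = nicotinamide-treated wells and 100% = cells grown without nicotinamide; some compounds called inactive have numbers as strong as hits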
#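 assay system = DeaD-strain S. cerevisiae | buffer or medium = restrictive glucose medium | reagent = 1.5 mM nicotinamide | compound = 10 µM single point, 0.25% DMSO | incubation = 48 h compound exposure at 30 °C, humidified | signal = OD615 measurement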
# Measles CPE: compounds protecting cells from measles virus cytopathic effect, primary screen, measles RdRp inhibitor project, single point, MLSMR library, absorbance | Measles virus-infected cells, CPE protection | protection (pct of control), % at 4 µM | 140,000 compounds, 1.5% hits; in the data active means protection mostly above about 24%, no sharp cut-off; inactive means mostly below about 26%; further: some compounds called inactive have numbers as strong as hits
# E-sel TNF inh: E-selectin induction blockers in HUVEC – imaging, immunofluorescence, high content, primary screen | 120,000 compounds, 0.71% hits | inhibition, % at 2 µM | HUVEC TNFa-induced E-selectin immunofluorescence;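 active means inhibition above the batch mean plus 3 SD, and confirmed as a hit on visual image review, cut at about 43% in these data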;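 further: 0% = TNF-stimulated DMSO wells and 100% = unstimulated control wells; not every result past the cut was called active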
# MRP1 act: H69AR viability gain despite doxorubicin, primary screen, MRP-1 activator project, H69AR cells, CellTiter-Glo; viability rescue; viability increase, % at 10 µM; 140,000 compounds, 0.61% hits;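 active means viability gain under doxorubicin at or above a set limit, the compound median plus 3 SD, cut at about 4.7% in these data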;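 further: MRP-1 overexpressing cells given doxorubicin 25 µM after compound pretreatment; 18-22 h compound pretreatment then 72 h with doxorubicin before readout; 0% = doxorubicin-only wells and 100% = vehicle-treated cells without doxorubicin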
# Phagocyt inh: inhibitors of macrophage phagocytosis, primary screen, imaging, J774A.1 cells, IgG beads. J774A.1 macrophage IgG-bead phagocytosis. inhibition, % at 5 µM. 110,000 compounds, 0.07% hits. AID 1029, 2008;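 active means inhibition above the mean of the plate negative controls plus 5 SD, cut at about 13% in these data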;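 further: phagocytic index as fraction of beads internalized from green versus red external bead signal; plate controls were DMSO negative control for no effect and cytochalasin-D positive control for full effect; some results beyond the cut were filed as inactive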
# NPY-Y2 antag: NPY-Y2 receptor antagonists, primary screen, cell-based; Neuropeptide Y receptor type 2 (Homo sapiens), P49146; inhibition, % at 2.7 µM; AID 793, 2007; 140,000 compounds, 0.99% hits; NPY-Y2 expressing cells, antagonist mode; in the data active means inhibition above about 17%;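 further: 0% = vehicle with agonist challenge and 100% = reference antagonist with challenge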
# Target sequence (P49146 whole entry, looked up): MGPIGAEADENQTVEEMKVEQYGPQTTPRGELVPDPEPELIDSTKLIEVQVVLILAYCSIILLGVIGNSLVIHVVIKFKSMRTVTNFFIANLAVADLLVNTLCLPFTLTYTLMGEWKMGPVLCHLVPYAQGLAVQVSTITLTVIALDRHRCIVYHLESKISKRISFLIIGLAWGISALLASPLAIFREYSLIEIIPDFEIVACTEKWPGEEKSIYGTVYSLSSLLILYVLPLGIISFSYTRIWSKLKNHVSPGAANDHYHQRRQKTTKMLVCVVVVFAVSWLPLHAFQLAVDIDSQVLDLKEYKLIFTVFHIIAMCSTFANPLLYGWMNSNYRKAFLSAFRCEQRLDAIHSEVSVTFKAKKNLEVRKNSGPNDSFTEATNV
# BB579 growth dn: growth inhibitors of yeast BB579 in restrictive medium, primary screen, yeast lifespan-shortening project, S. cerevisiae. 140,000 compounds, 0.51% hits. OD615, 48 h. inhibition, % at 10 µM. AID 804, 2007;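 active means inhibition above a set limit, 3 SD over the mean compound inhibition, cut at about 44% in these data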; further: inactives centre near -24
#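 Test system: S. cerevisiae DeaD strain BB579 yeast; Medium: restrictive CSMM-D medium; Compound: one dose, 10 µM compound with 0.25% DMSO; Incubation: 4 h cell preincubation, 48 h compound exposure, 30 °C humidified; Signal: OD at 615 nm; Benchmarks: amphotericin B at 10 µg/mL as positive control.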
# GALR2 blocker: GALR2 antagonists in receptor-expressing cells, primary screen; Galanin receptor type 2 (Homo sapiens), O43603; antagonist mode; inhibition, % at 4 µM; 140,000 compounds, 0.39% hits; in the data active means inhibition above about 27%;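 further: cells stimulated with galanin 1-16 at roughly its EC80; 0% = agonist challenge control and 100% = basal control without agonist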
# Target sequence (O43603 whole entry, looked up): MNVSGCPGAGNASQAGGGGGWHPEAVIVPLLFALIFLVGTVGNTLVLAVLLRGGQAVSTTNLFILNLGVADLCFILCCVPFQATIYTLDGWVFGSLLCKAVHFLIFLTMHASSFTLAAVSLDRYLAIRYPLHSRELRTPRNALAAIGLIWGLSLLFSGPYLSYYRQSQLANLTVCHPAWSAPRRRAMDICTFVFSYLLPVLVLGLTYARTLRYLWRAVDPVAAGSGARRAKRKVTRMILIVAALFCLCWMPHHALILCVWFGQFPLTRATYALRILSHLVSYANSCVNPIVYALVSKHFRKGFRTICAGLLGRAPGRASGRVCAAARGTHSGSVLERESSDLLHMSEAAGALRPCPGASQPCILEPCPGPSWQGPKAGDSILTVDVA
# bCat KO growth: primary screen for growth suppressors in beta-catenin knockout HCT116 cells (colon tumor, human) | HCT116 beta-catenin knockout viability, CellTiter-Glo, 60 h; stronger effect = lower value | viability, % at 10 µM | 140,000 compounds, 1.5% hits | AID 818, 2007;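 active means viability at or under a set limit, the compound median less 4 SD, cut at about 6% in these data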;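 further: 0% = Hyamine 1622 control at 20 µM and 100% = untreated cell control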
# * = called active by the depositor; / = no result given; & = joins results of further samples. An unsorted share of the library. About 6.1% of those tested had a hit in this group.
SMILES,HCT116 PTEN-null,Yeast lifespan up,Measles CPE,E-sel TNF inh,MRP1 act,Phagocyt inh,NPY-Y2 antag,BB579 growth dn,GALR2 blocker,bCat KO growth
C=CCn1c(SCCC#N)nnc1-c1ccncc1,100,0,4,-17,-1.9,-2,3,-20,10,93
c1ccc(N2CCN(c3cnccn3)CC2)nc1,90,3,14,/,0.6,-1,1,15,-1,104
Nc1cc(=O)[nH]c(SCC(=O)NCC2CCCO2)n1 (centres undefined),99,-2,10,/,-1.4,-1,2,-9,9,97
Cc1c(NC(=S)NCc2ccc(F)cc2)cccc1[N+](=O)[O-],92,0,18,/,-4.2,1,5,-5,-4,95
COC(=O)CSc1nnc(-c2ccccc2OC)n1-c1ccc(C)cc1,93,0,4,-26,-2.6,/,1,-7,-9,94
CCOC(=O)C(Cc1cc(C(C)=O)ccc1OC(C)C)C(=O)OCC,86,-21,5,/,-3.8,-1,4,-5,-8,95
Cc1ccc(S(=O)(=O)NCCC(=O)Nc2ccc(C)c(Cl)c2)cc1C,95,7,6,/,-0.4,/,0,-66,6,95
CS(=O)(=O)N(Cc1ccccc1)c1ccccc1C(=O)Nc1ccccc1C(=O)NCc1ccco1,77,-8,2,-14,-0.9,0,2,2,2,87
Cc1ccc(S(=O)(=O)Nc2ccccc2C(=O)Nc2nc(-c3ccc(F)cc3)cs2)cc1,6,0,5,4,-5.0,2,2,-30,12,6
CC(C)NC(=O)/C(=C/c1ccco1)c1ccccc1,93,-9,16,-18,-1.0,0,1,-15,5,90
CCn1c(C)nc2cc(C(=O)NNS(=O)(=O)c3ccc(C)c(C)c3)ccc21,98,-3,8,5,-2.6,/,4,-3,-11,95
C1=CC2CCC1ON2c1ccccc1 (centres undefined),91,1,11,/,-1.6,-3,2,-18,3,100
O=C1NCC(COCC2CC=CCC2)O1 (centres undefined),98,-6,12,-3,0.1,/,2,2,6,114
CC(C)C[C@H](NC(=O)Nc1ccc(Oc2ccccc2)cc1)C(=O)O,99,3,12,11,-1.7,-1,6,-60,4,95
CCCCNC(=O)c1ccc(N2CCC3(CC2)OCCO3)c([N+](=O)[O-])c1,98,-5,9,-16,-2.1,-2,4,-15,-1,95
CC1Cc2ccccc2N1C(=O)CCS(=O)(=O)c1cccs1 (centres undefined),99,-8,21,/,-2.9,1,2,-26,1,98
Fc1cc(F)c2nc(Nc3nc4c(F)cccc4s3)sc2c1,51,8,22,-21,-4.4,-4,6,-33,-4,53
COc1cc(NC(=S)Nc2ccc(Br)cc2Cl)c(OC)cc1Cl,107,5,12,1,-2.2,-2,2,-24,-1,99
COc1ccc(OC)c(C2C(C(=O)Nc3ccccc3OC)=C(C)Nc3nc(CCCO)nn32)c1 (centres undefined),86,-2,24,-20,-3.4,0,-1,-28,-15,95
CC(C)(C)NC[C@H](O)COc1nsnc1N1CCOCC1,94,5,21,/,-0.5,/,1,-54,14,94
CCOc1ccc(NS(=O)(=O)c2ccc(NC(=O)[C@@H]3CCCC[C@@H]3C(=O)O)cc2)cc1,91,-3,8,/,1.2,-3,4,-16,0,91
O=c1[nH]n(CC2COC3(CCCCC3)O2)c(=O)c2ccccc12 (centres undefined),86&78,-10,2,-18,1.3,-2,3,-9,-1,72
O=C(O)C1CCCN(S(=O)(=O)c2ccc(Cl)s2)C1 (centres undefined),109,-7,13,/,-0.7,-1,3,-86,-1,100
COc1ccc(C2C3=C(N=C4SCC(=O)N42)c2ccccc2CC3)cc1OC (centres undefined),86,-3,2,14,0.7,0,1,-3,-2,92
CCSC1=NC2(CCCCC2)Nc2sc3c(c21)CCCC3,84,11,7,-9,-1.7,0,0,-77,-3,82
SMILES,HCT116 PTEN-null,Yeast lifespan up,Measles CPE,E-sel TNF inh,MRP1 act,Phagocyt inh,NPY-Y2 antag,BB579 growth dn,GALR2 blocker,bCat KO growth
COC(=O)C1C(=O)N2CCCSC2=C(C#N)C1c1cccs1 (centres undefined),80,-21,19,23,-4.8,0,-1,-23,-3,69
S=C(NCCCn1ccnc1)NC1CCCCC1,99,7,16,/,-1.1,/,0,-22,14,97
Cc1nc2nc(C)c(CCC(=O)N3CCN(c4ccccc4)CC3)c(C)n2n1,92,-6,18,/,-2.6,-1,2,-2,-4,88
Cc1ccc(Cn2ccc(NC(=O)c3c(-c4ccccc4Cl)noc3C)n2)cc1,96,-5,14,-63,0.8,2,-1,-47,7,99
Cc1ccccc1CSCC(=O)NC(=O)NC(C)(C)C,96,-13,5,/,1.4,0,2,-53,-5,90
Cc1cc(NC(=O)CSc2nc3ccccc3[nH]2)no1,92,-4,2,-19,-2.7,1,1,-9,-2,94
COc1ccccc1C(=O)O/N=C(\N)c1ccccc1Cl,90,-3,15,/,-3.0,1,-1,-28,4,93
O=C1C2C3CCC(C3)C2C(=O)N1Cc1ccccc1 (centres undefined),100,2,13,25,-1.2,0,6,-11,12,98
O=[N+]([O-])c1ccc(O)c(-c2nn[nH]n2)c1,95,-1,0,20,-3.2,8,7,-20,-6,98
Cn1nnc(NC(=O)c2ccco2)n1,95,-16,5,-21,-3.8,-1,-1,-16,1,97
COc1ccccc1Nc1nc(N)nc(CSC(=S)N2CC(C)CC(C)C2)n1 (centres undefined),67,8,7,/,1.9,/,6,-23,4,66
O=C(CSc1nc2c(c(=O)n1-c1ccc(Cl)cc1)SCC2)Nc1ccc2c(c1)OCCO2,85,-12,7,-12,-0.4,-2,4,-27,-4,75
Cn1c(Sc2ccccc2Cl)c(C=O)c2ccccc21,90,-5,8,9,-6.0,-4,7,-17,4,86
CCCS(=O)(=O)NCc1cn2c(C)csc2n1,96,-2,1,12,-0.3,0,1,-36,-6,93
O=C(OC(C(=O)Nc1ccc(Cl)cc1C(F)(F)F)c1ccccc1)C1=COCCO1 (centres undefined),79,-4,1,7,-2.0,-3,3,-47,-3,88
CCc1nnc(NC(=O)CSc2nnc(COc3ccccc3)n2Cc2ccccc2)s1,79,-34,21,10,-3.1,/,0,-25,-5,88
CC1(C)CC(=O)C(C(c2ccco2)C2C(=O)CC(C)(C)CC2=O)C(=O)C1,96,22,7,22,-2.3,-1,5,-44,-10,90
O=C(CN(c1ccccc1)S(=O)(=O)c1ccccc1)N1CCN(Cc2ccc3c(c2)OCO3)CC1,72,-10,5,9,0.0,/,2,-47,8,81
N=c1c2c(ncn1CCN1CCOCC1)Oc1ccc3ccccc3c1C2c1ccccc1 (centres undefined),1.3*,-9,1,9,-3.0,1,5,-9,-9,1.4*
O=C(NCC1COc2ccccc2O1)C1CCCN(S(=O)(=O)c2cnc[nH]2)C1 (centres undefined),/,/,/,-6,/,2,3,/,10,/
COC(=O)c1ccc(NC(=O)CSc2nnc(CNc3ccc(OC)cc3)n2C)cc1,108,-16,20,/,-1.8,0,1,-37,10,100
CCn1c(SCc2cc(=O)[nH]c3ccccc23)nnc1C1CC1,98,1,6,/,-1.3,-6,2,-48,-6,98
Oc1ccc2nc(Cc3ccccc3)[nH]c2c1,105,-10,17,7,-0.8,-3,6,-61,6,101
CCOC(=O)C1C(=O)NCC2CCCC21 (centres undefined),94,-10,12,8,-0.7,-2,-1,-38,5,89
CC(C)OCCCNC(=O)C1CCC(CNS(=O)(=O)c2ccccc2)CC1 (centres undefined),86,10,2,-9,-2.1,11,-1,-2,6,84

# Structural class: those above with a tert-butyl group
SMILES,HCT116 PTEN-null,Yeast lifespan up,Measles CPE,E-sel TNF inh,MRP1 act,Phagocyt inh,NPY-Y2 antag,BB579 growth dn,GALR2 blocker,bCat KO growth
CC(C)(C)NC[C@H](O)COc1nsnc1N1CCOCC1,94,5,21,/,-0.5,/,1,-54,14,94
Cc1ccccc1CSCC(=O)NC(=O)NC(C)(C)C,96,-13,5,/,1.4,0,2,-53,-5,90

# Following part
SMILES,HCT116 PTEN-null,Yeast lifespan up,Measles CPE,E-sel TNF inh,MRP1 act,Phagocyt inh,NPY-Y2 antag,BB579 growth dn,GALR2 blocker,bCat KO growth
CCC1(CC)C(=O)N(C)C(=O)NC1=Nc1ccc(OC)cc1,105,-6,23,-7,1.4,2,0,-32,2,105
O=C(O)c1cccc(S(=O)(=O)NCc2cccs2)c1,99,-3,4,15,-2.3,-1,4,-11,17,92
Cc1ccc(/C=N/n2cnc3sc(-c4ccccc4)cc3c2=O)o1,83,-13,5,10,0.8,1,8,21,-5,86
CCOc1ccc(OCc2ccc(C(=O)Nc3ccc(Cl)cn3)o2)cc1,80,-19,4,-25,1.0,-1,13,-9,2,82
Cc1ccc(N=Nc2c(N)nn3c(C)cc(C)nc23)cc1,92,-3,10,/,1.0,-10,3,-37,-11,89
CCOc1cc(C2C(C(=O)c3ccco3)=C(O)C(=O)N2CCc2ccccc2)ccc1O (centres undefined),87,6,7,/,-1.1,-1,36*,-31,7,80
COC(=O)c1sc(S(=O)(=O)N2CCN(c3ccc(OC)cc3)CC2)c(C(=O)OC)c1C,89,-14,16,14,-1.4,-1,3,-63,-4,94
COc1cccc(-c2nnc(Nc3nc4c(F)cccc4s3)o2)c1,73,14,12,6,-4.0,/,7,-26,9,71
CCS(=O)(=O)c1nc(S(=O)(=O)c2ccc(Cl)cc2)c(NCc2ccco2)s1,75,-6,14,/,-1.5,-1,3,7,4,74
Cc1ccc(Cn2ccc(NC(=O)c3noc4c3CCc3ccccc3-4)n2)cc1,52,-19,5,25,-3.3,1,-1,-53,-16,36
CCOC(=O)c1nn(-c2ccc(C)c(C)c2)c(=O)c2c(N)scc12,80,-7,3,-2,-1.2,-2,0,-29,5,93
Cc1nnc(SC(C)C(=O)NC2CCCc3ccccc32)n1-c1ccccc1 (centres undefined),93,-3,3,/,-0.3,1,2,-19,7,93
N#Cc1nc(Cc2ccccc2)oc1NCc1ccccc1,86,/,4,2,0.2,/,2,-13,0,87
O=C(CCN1C(=O)c2ccccc2C1=O)NCCC1=CCCCC1,102,-15,23,-35,-1.1,/,2,-1,11,105
CCOC(=O)c1cnc(SCc2nc(N)nc(Nc3ccc(F)cc3)n2)nc1N,45,-9,3,-30,-0.6,1,1,-22,-6,51
CCc1cccc(CC)c1NC(=O)CSc1nc2ccc(N3C(=O)C4C5C=CC(C5)C4C3=O)cc2s1 (centres undefined),41,-15,8,6,-4.7,-2,-1,-29,-3,37
CCOC(=O)N1CCN(Cc2nc3c(c(=O)n(C)c(=O)n3C)n2CCCc2ccccc2)CC1,77,11,18,/,-1.7,-2,8,-59,-4,85
COCCN(C(=O)Nc1ccc(OC)cc1OC)C1CCN(C(C)C)CC1,110,-6,12,-8,-0.3,-1,1,-62,-2,105
CCOC(=O)c1cnn(-c2ccccc2)c1NC(=O)c1ccccc1C,97,4,13,11,-3.5,2,0,-39,0,96
